Compound activity: PubChem, University of Kansas High Throughput Screening Laboratory
mHTT CaM bind – inhibitors of human mutant huntingtin-calmodulin interaction; P42858; AlphaScreen His-mHTT/GST-CaM binding, luminescence; inhibition, % at 15 µM; hit rate 3.6% among 190,000; AID 1671202;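 note: 0% = both proteins with DMSO and 100% = one protein alone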
Pf apPOL block – Pf-apPOL DNA polymerase inhibition; Recombinant Pf-apPOL, molecular beacon fluorescence, 1.5 h; inhibition, % at 10 µM; hit rate 0.25% among 210,000
The depositor's hits bear a star; i = inactive; x = no result given; & = joins results of further samples; ! = not confirmed by another sample. Cut-off read from the data, not from the text of the source: active = inhibition above about 50%; inactive = the rest. This is a subset; count on the stated rates, not on these rows.

SMILES	mHTT CaM bind	Pf apPOL block
O=C(COc1ccc(Cl)cc1)Nc1c2c(nn1-c1ccc(F)cc1)CSC2	4	-3
COC(=O)c1ccc(C(=O)NCC(C)(O)Cc2ccc(OC)cc2)cc1 (stereo unspecified)	-4	-4
O=C1OC(c2ccccc2F)=N/C1=C\c1cccc(I)c1	7	0
CCc1c(C)sc(NC(=O)c2ccc(F)cc2)c1C(N)=O	7	0
Cc1c(Cl)c([N+](=O)[O-])nn1CC(=O)Nc1cc(Oc2cccnc2)cc([N+](=O)[O-])c1	26	-43
Cc1nc2c(NC(=O)c3cccc(C(F)(F)F)c3)cccn2n1	5	-3
O=C1OC(=Nc2ccc(Br)cc2)c2ccccc21	-1	1
Cc1ccc(C)c(Sc2cc(N3CCC(C(=O)NCCN4CCCC4)CC3)ncn2)c1	3	-16
CC1CCCCC1NC(=O)CNS(=O)(=O)c1ccc(Br)s1 (stereo unspecified)	-6	-6
Cc1ccc(S(=O)(=O)N2C=Cc3ccccc3C2C#N)cc1 (stereo unspecified)	-6	6
O=C(O)c1ccc(OC2CSC2)cc1	6	4
c1cc(CNc2nc(-c3nonc3NC3CC3)no2)ccn1	-3	x
O=C(Nc1ccc(I)cc1Cl)c1ncn[nH]1	96*	-6
Cc1c(NC(=O)c2ccc([N+](=O)[O-])cc2Cl)c(=O)n(-c2ccccc2)n1C	-6	-1
O=C(CSc1ccccn1)Nc1ccc([N+](=O)[O-])cc1	-4	-1
Cc1ccc(C(=O)Nc2ccc3c(c2)Sc2ncccc2C(=O)N3C)cc1C	19	-1
COc1ccc(OC)c(C=Nc2ccc(S(N)(=O)=O)cc2)c1	2	3
CC(=O)N1CCc2cc(N3CC(C(=O)Nc4ccc(Cl)cc4F)CC3=O)ccc21 (stereo unspecified)	-2	1
Cc1cc(C)c2c(=O)[nH]c(SCC(=O)N(C)C)nc2n1	-4	1
CC1(C)CC(=O)C2=C(C1)Nc1ccc3ncccc3c1C2c1cn[nH]c1-c1ccc(F)cc1 (stereo unspecified)	2	-3
CSc1ccc(/C=N/n2c(-c3cccnc3)n[nH]c2=S)cc1	i	x
COc1ccccc1/C=C1N=C(/C=C/c2ccccc2)OC/1=O	3	-2
Cc1[nH]c2c(C)cccc2c1CCNC(=O)c1ccc2c(c1[N+](=O)[O-])C(=O)c1ccccc1C2=O	15	-4
COc1ccc(CN2C(C(=O)NCC(C)C)CSCCS2(=O)=O)cc1 (stereo unspecified)	-4	0
Cc1ccc(C(=O)N2CCN(C(c3ccccc3)c3ccccc3)CC2)o1	19	2
CCc1cc(C2CCCN2C(=O)c2c(F)cccc2F)on1 (stereo unspecified)	-4	1
O=C(C1CCCC1)N1CCCC(OCc2nc(-c3ccccc3)no2)C1 (stereo unspecified)	-9	-5
CC(=O)NC(Nc1c(C)n(C)n(-c2ccccc2)c1=O)C(Cl)(Cl)Cl (stereo unspecified)	1	-5
Cc1cccc2nc(CSc3nc4ccccc4[nH]3)cn12	2	3
CCc1cccc(NC(=O)Cc2cn(C)c3ccccc23)c1	23	-2
COc1ccc(N2CC(C(=O)N3CCN(C4CCCC4)CC3)CC2=O)cc1 (stereo unspecified)	0	4
O=C(NCCN1CCCCC1)c1ccnc(N2CCNC(c3ccccc3)C2)c1 (stereo unspecified)	10	-24
NC(=O)CNC(=O)COc1ccccc1	x	-2
CC1(C)CC(=O)c2cc(OCC(=O)NCc3cccnc3)ccc2O1	4	-2
COC(=O)c1sc(C(=O)OC)c(Cl)c1Cl	-2	x
ON=C1CCSc2ccc(F)cc21	x	-18
C#CC1CCCCC1NC(=O)Nc1cnccc1C(F)(F)F (stereo unspecified)	x	0
COCCNC(=O)C1CCN(c2cc(C)c3cc(NC(C)=O)ccc3n2)CC1	10	-2
Cc1cc(=O)[nH]c(-n2nc(C)cc2NC(=O)c2snnc2C)n1	-13	-3
O=C(NCc1ccc(-n2ccnc2)cc1)c1ccccc1	3	4
COc1ccccc1C(=O)N/C(=C/c1ccc2c(c1)OCO2)C(=O)NC(CC(C)C)C(=O)O (stereo unspecified)	3	3
Cn1cc(S(=O)(=O)CC(=O)Nc2cc(C(F)(F)F)ccc2Cl)c2ccccc21	1	0
CC(=O)N1CCc2sc(S(=O)(=O)Nc3ccccc3C)cc2C1	6	-1
COCCCNC(=O)C1Cc2ccccc2N2CCOCC12 (stereo unspecified)	-1	-3
CC1CCCCC1NC(=O)c1ccc(COc2cccc3c2OC(C)(C)C3)cc1 (stereo unspecified)	-3	-9
COc1ccccc1CNC(=O)c1ccc(Br)o1	2&1	0&-3
COc1ccc(OCCCC(=O)Nc2ccc(C(C)=O)cc2)cc1	1	4
CC(C)C(=O)Nc1ccc2c(c1)CN(Cc1ccccc1F)C(=O)CO2	-1	-4
Oc1oc(-c2ccccc2Br)nc1C=Nc1cccc(F)c1	4	-2
CCC(C)c1nc(C)c(Cc2ccccc2F)c(N2CCN(C(C)=O)CC2)n1 (stereo unspecified)	16	-7
CN1C(=N)NC(=O)/C1=C/c1ccc(OCc2ccccc2)cc1	4	-5
O=C(NCCc1cccnc1)c1cccc(N2CCNC(c3ccccc3)C2)n1 (stereo unspecified)	2	-14
O=c1oc(-c2cccc(Oc3ccc([N+](=O)[O-])cc3)c2)nc2ccccc12	-3	-3
COC(=O)c1cnn(-c2ccccc2)c1C=Nc1ccc(C)cc1	x	2
CCN(CC)S(=O)(=O)c1cc(-c2n[nH]c(=O)c3ccccc23)ccc1C	16	-14
CNC(=O)CN(c1ccc(OC)cc1)S(=O)(=O)c1ccc(C)cc1	2	2
Cc1ccc(S(=O)(=O)N2CCCC(C)(C(=O)NCc3cccc(F)c3)C2)c(C)c1 (stereo unspecified)	11	7
CCOCCCNC(=O)C1CCCN(c2ncc(-c3cccc(F)c3)cn2)C1 (stereo unspecified)	-12	-2
CC1=C(C(=O)N(C)C)C(c2ccccc2F)NC(=O)N1 (stereo unspecified)	-5	0
Cc1cc(C)cc(NC(=O)N2CCOc3ccccc32)c1	-7	-4

Quoted at random: four compounds from above.
SMILES	mHTT CaM bind	Pf apPOL block
Cc1ccc(S(=O)(=O)N2CCCC(C)(C(=O)NCc3cccc(F)c3)C2)c(C)c1 (stereo unspecified)	11	7
COC(=O)c1cnn(-c2ccccc2)c1C=Nc1ccc(C)cc1	x	2
CC1=C(C(=O)N(C)C)C(c2ccccc2F)NC(=O)N1 (stereo unspecified)	-5	0
CNC(=O)CN(c1ccc(OC)cc1)S(=O)(=O)c1ccc(C)cc1	2	2

One compound at a time, from the list above. Screens in order: mHTT CaM bind	Pf apPOL block
Oc1oc(-c2ccccc2Br)nc1C=Nc1cccc(F)c1 is listed with 4	-2
COC(=O)c1cnn(-c2ccccc2)c1C=Nc1ccc(C)cc1 is listed with x	2
O=C(NCCc1cccnc1)c1cccc(N2CCNC(c3ccccc3)C2)n1 (stereo unspecified) is listed with 2	-14
O=c1oc(-c2cccc(Oc3ccc([N+](=O)[O-])cc3)c2)nc2ccccc12 is listed with -3	-3
CN1C(=N)NC(=O)/C1=C/c1ccc(OCc2ccccc2)cc1 is listed with 4	-5

The list goes on:
SMILES	mHTT CaM bind	Pf apPOL block
O=C(CCC1CCCC1)Nc1c2c(nn1-c1ccc([N+](=O)[O-])cc1)CSC2	27	0
CCn1cnc2c1CN(S(=O)(=O)c1cccc(C#N)c1)CC2	4	-1
COc1ccc(Cn2cc(CN3CC(N(C)C)CS3(=O)=O)nn2)cc1 (stereo unspecified)	-5	-2
Cc1ccc(S(=O)(=O)Cc2nc(-c3cccc(Br)c3)no2)cc1	-30	-3
CCc1ccc(-n2cnc3cc(C(=O)NCC4CCCO4)ccc32)cc1 (stereo unspecified)	0	29
Cc1occc1C(=O)Nc1sc2c(c1C(N)=O)CCCCCC2	2	-1
Cc1cccc(-c2ccc(C(=O)Nc3cc(F)cc(F)c3)cn2)c1	-5	-1
CCCCC(=O)Nc1c2c(nn1-c1ccc(C)cc1C)CS(=O)(=O)C2	-5	-4
COc1ccc(C(=O)N2CCC(O)(c3ccccc3)C(N(C)C)C2)cn1 (stereo unspecified)	4	-5
COc1ccc(-c2nnc3sc(-c4ccc(F)cc4)nn23)cc1	23	8
c1ccc(-c2cn(CCc3c[nH]c4ccccc34)nn2)cc1	12	-8
CCC(=O)N1CCc2cc(Br)cc(S(=O)(=O)Nc3ccc(F)c(F)c3)c21	3	-4
O=C1c2cccc([N+](=O)[O-])c2C(=O)N1CNc1ccccc1	27	5
[O-][n+]1onc(N=Nc2no[n+]([O-])c2-c2ccccc2)c1-c1ccccc1	1	x
Cc1c(NS(=O)(=O)c2ccc(F)cc2)c(=O)n(-c2ccccc2)n1C	-3	2
CCN(CC)CCNc1nc2c(c(=O)n(C)c(=O)n2C)n1Cc1ccc(Cl)cc1Cl	5	-7
Cc1nn(C)c(C)c1Sc1ccc(Br)cc1	60*!	-3&1
COc1cccc(C(=O)Nc2nc3c(s2)CN(Cc2ccccc2)CC3)c1OC	41	2
Cc1cccc(Nc2nccc(C3CCCN(C(=O)c4ccco4)C3)n2)c1 (stereo unspecified)	77*	0
O=c1ccc(-c2ccc(F)cc2)nn1CCc1nc(-c2cccc(Br)c2)no1	56*	-9
Cc1c(C)c(C)c(C(=O)c2c(Cl)c(Cl)c(Cl)c(Cl)c2C(=O)O)c(C)c1C	x	14
CC1c2cccn2CCN1C(=O)Nc1ccc(F)cc1F (stereo unspecified)	10	-12
COc1ccccc1NC(=O)CSc1nc2[nH]ncc2c(=O)n1-c1cccc(Cl)c1C	15	-6
COC(=O)CC(=NNC(=O)c1cccs1)C(=O)OC	x	-2
Cc1ccc(C)c(NC(=O)c2c(C)sc3c(=O)n(CC4CC4)cnc23)c1	16	4
COCCOCCOCCC(=O)NC1CC2CCC1(C)C2(C)C (stereo unspecified)	-7	x
Cc1cc(NC(=O)c2ccccc2)cc(C)c1O	-1	-3
COc1ccc(Br)cc1[C@H]1[C@@H]2C=CCC[C@@]2(C)C(=O)N1Cc1ccccc1	90*	13
CN(CCOC(=O)c1cccs1)C1CN(Cc2cn(Cc3ccccc3Cl)nn2)S(=O)(=O)C1 (stereo unspecified)	12	-4
COc1cccc(C2C=C(c3cccc([N+](=O)[O-])c3)Nc3nnnn32)c1OC (stereo unspecified)	32	-7
CCc1ccc(N2C=C(C#N)S(=O)(=O)c3ccc(C)cc32)cc1	-7	-1
Cc1ccc(C(=O)N2CCN(c3nc4ccncc4n(CC(C)C)c3=O)CC2)cn1	4	-5
Cc1nn(C(C)C(=O)Nc2ccc3c(C)cc(=O)oc3c2)c(C)c1[N+](=O)[O-] (stereo unspecified)	-2	15
COC(=O)C(Cc1cc(Br)c(O)c(Br)c1)NC(=O)C(F)(F)F (stereo unspecified)	x	-3
COc1ccc(Cl)cc1C(=O)NCCCN1CCN(c2ccccc2)CC1	-19	-10
Cc1cccc(S(=O)(=O)Nc2ccc(Cl)cc2)c1	-13	0
O=C(COc1ccccc1[N+](=O)[O-])Nc1nccs1	4	-4
CCOc1cccc(-c2noc(-c3ncn4c3COC(c3ccc(F)cc3)C4)n2)c1 (stereo unspecified)	12	-2
Cc1ccccc1CNC(=O)C1(C)CCCN(C(=O)c2ccccc2F)C1 (stereo unspecified)	-8	-3
COc1ccc(N2CCN(C(=O)C(=O)Nc3cccc([N+](=O)[O-])c3)CC2)cc1	12	7
Cc1ccc(C)c(C2=NNC(=O)CC2)c1	-2	-7
Cc1cccn2cc(COc3cccc([N+](=O)[O-])c3)nc12	4	3
Cc1ccc(C2C(C#N)=C(N)Oc3c2sc2ccccc32)o1 (stereo unspecified)	86*	7
Cc1nccn1C(C)CC(=O)O (stereo unspecified)	-5	x
O=C(Cc1ccc([N+](=O)[O-])cc1)NC1C2CC3CC(C2)CC1C3 (stereo unspecified)	2	-4
N#CCSc1nc2ccccc2o1	x	0
C=C(C)COc1ccc2c(c1)OC(=Cc1ccc3c(c1)OCO3)C2=O	-11	-6
COc1ccc(-c2nn(-c3ccccc3)cc2C=Nc2c(C)n(C)n(-c3ccccc3)c2=O)cc1	23	-4
CCOc1ccccc1C(=O)NC(Nc1cccc(C)n1)(C(F)(F)F)C(F)(F)F	x	-2
CCOC(=O)Cc1ccc(NC(=O)N2CCCC2c2cc(C)no2)cc1 (stereo unspecified)	-5	-2
CN(C)CCNC(=O)C1CCN(c2ccc(F)cc2F)C1=O (stereo unspecified)	-6	-10
Cc1ccc(C2CC(=O)Oc3ccc(O)cc32)cc1 (stereo unspecified)	0	-8
C=Cc1ccc(COc2ccc3c(c2)OC(=Cc2ccco2)C3=O)cc1	9	5
CN(CCO)c1ccc2c(c1)OC[C@@H](Cc1ccccc1)NS2(=O)=O	1	-4
O=C1N(c2ccccc2)C(c2ccc(Cl)cc2)N2CCCN12 (stereo unspecified)	-1	1
COCCCN1C(=O)C(=O)C(=C(O)c2ccc(S(=O)(=O)N(C)C)cc2)C1c1ccc(F)cc1 (stereo unspecified)	-5	1
N#CC1=C(N)Oc2cc(O)ccc2C1c1cccc(Cl)c1Cl (stereo unspecified)	49	1
O=C(C1=C(Cl)c2cccc3cccc(c23)C1=O)c1ccccc1	x	7
CCCCSc1nnc(-c2ccc(NC(=O)c3ccccc3Cl)cc2)n1C	28	-6
